# Bioassay records deposited in PubChem BioAssay by several laboratories.
# MRP resist rev = compounds reversing MRP-mediated drug resistance. H69AR cells + 2 uM doxorubicin, CellTiter-Glo, 72 h. differential viability (reversal), % at 10 µM. 0.04% of 85,000 active. AID 602;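 active = viability drop by adding the cancer drug above about 55%, with treated viability meeting a 40% cutoff, limit read from the data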;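 note: viability without doxorubicin minus viability with 2 µM doxorubicin for each compound; larger differential means the compound sensitizes cells more to doxorubicin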
# IL1B NFkB inh = blocks IL-1B driven NFkB nuclear translocation in HUVEC cells | AID 796 | inhibition, % at 2 µM | HUVEC IL-1B NFkB p65 nuclear translocation imaging | 0.43% of 94,000 active;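 active = inhibition above about 30% together with a positive call from visual inspection of the well image, limit read from the data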;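 note: nuclear over cytoplasmic p65 intensity ratio measured by imaging; 0% = IL-1B stimulated DMSO wells and 100% = unstimulated DMSO wells; values of inactives mirror those of a sister screen read the other way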
# PLAP inhibition = PLAP enzyme inhibitors, biochemical, luminescence, HTS (AID 690); purified PLAP, luminescent substrate; higher % means a stronger effect; inhibition, % at 20 µM; hits with a dose series show IC50 in µM; 0.08% of 96,000 active; in the data active = a potency from the dose series; inactive = the rest, 99 in 100 with inhibition below about 30%; note: strong numbers were not always called active
# IL1B NFkB pot = enhances IL-1B driven NFkB nuclear translocation. activation, % at 2 µM. 0.3% of 94,000 active. HUVEC IL-1B NFkB p65 nuclear translocation imaging;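 active = activation above 40%, about the mean plus 3 SD, also judged a hit on visual image review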;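 note: percent activation is computed from the nuclear over cytoplasmic p65 intensity ratio; values of inactives mirror those of a sister screen read the other way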
# Bcl-B displacement = displacers of TR3 peptide from Bcl-B, primary screen, selectivity assay for Bfl-1 inhibitor project, biochemical, fluorescence polarization. FP displacement of FITC-TR3 peptide from Bcl-B; higher % means a stronger effect. one-dose displacement, % at 20 µM; IC50 in µM for titrated hits. 0.11% of 96,000 active;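 active = displacement above 50% at 20 µM plus a fluorescence interference ratio under 1.5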;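 note: plate controls were wells without compound for no effect and wells lacking Bcl-B protein for full effect; a part of the inactive calls stands beside numbers as strong as those of hits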
# MRP resist rev cytotoxicity = also measured in MRP resist rev; calls as there; viability, %; H69AR cells, CellTiter-Glo, 72 h; measured here: cytotoxicity without doxorubicin
# MRP resist rev with doxorubicin = also measured in MRP resist rev; calls as there; viability, %; measured here: viability with 2 uM doxorubicin; hits give low values
# IL1B NFkB inh cell count 2 µM = second read-out of IL1B NFkB inh, no call of its own (marks repeat the call); cell count; measured here: cells passing quality filter;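 raw number of nuclei counted in each imaged well without normalization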
# IL1B NFkB pot cell count 2 µM = second read-out of IL1B NFkB pot, no call of its own (marks repeat the call); cell count; measured here: cells passing quality filter
# Starred values were filed as active, the others as inactive; . = not tested or not shown.
no.	SMILES	MRP resist rev	MRP resist rev cytotoxicity	MRP resist rev with doxorubicin	IL1B NFkB inh	IL1B NFkB inh cell count 2 µM	PLAP inhibition	IL1B NFkB pot	IL1B NFkB pot cell count 2 µM	Bcl-B displacement
1	O=C(NCc1ccco1)c1cnccn1	-4.2	89.4	93.6	-10.9	183	-34.1%	10.9	183	15.2%
2	Cc1ccc(-c2n[nH]c(=S)n2/N=C/c2ccc(C)s2)cc1	.	.	.	6.8	151	-22.8%	-6.8	151	-6.5%
3	O=C1CCCc2c1sc1nc3n(c(=O)c21)CCCCC3	8.4	82.0	73.7	9.4	174	10.3%	-9.4	174	-4.8%
4	CC12CCC(C(=O)N3CCN(Cc4ccccc4)CC3)(OC1=O)C2(C)C (configuration not stated)	-2.0	93.0	95.0	-15.2	179	-60.8%	15.2	179	10.3%
5	O=C(c1ccc(F)cc1)c1c[nH]c(C(=O)NCc2cccnc2)c1	.	.	.	-25.7	172	8.4%	25.7	172	-1.9%
6	Fc1ccccc1/C=C1\CCCC2=C1Nc1ncnn1C2c1ccccc1F (configuration not stated)	0.2	1.5	1.4	-14.8	112	-27.2%	14.8	112	9.9%
7	Nc1nnc(SCCOc2ccccc2)s1	-9.7	90.3	100.0	-11.6	168	7.5%	11.6	168	-22.3%
8	Cc1ccc(-n2c(SCC(=O)NCc3ccco3)nc3sc(C)c(C)c3c2=O)cc1	12.2	35.7	23.5	11.4	77	.	-11.4	77	.
9	S=c1[nH]nc(-c2cc3ccccc3o2)n1Cc1ccccc1	-19.3	65.5	84.8	5.5	137	.	-5.5	137	.
10	CCCC(=O)N1CCN(C2=NS(=O)(=O)c3ccccc32)CC1	1.6	88.0	86.3	.	.	-13.7%	.	.	6.1%
11	CS(=O)(=O)N(CC(=O)N1CCN(c2ccccc2F)CC1)c1cc(C(F)(F)F)ccc1Cl	6.6	95.8	89.2	2.6	38	-0.2%	-2.6	38	-9.3%
12	CC(C)(C)c1ccc(S(=O)(=O)NCC(=O)Nc2sc3c(c2C(N)=O)CCCC3)cc1	.	.	.	-18.0	174	-14.4%	18.0	174	9.5%
13	O=C(COC(=O)CN1C(=O)c2ccccc2C1=O)Nc1ncc(Cl)cc1Cl	1.6	79.4	77.8	-2.8	107	-66.4%	2.8	107	41.5µM*
14	O=C(Nc1ccccc1)c1ccc(Cn2cc(C(F)(F)F)ccc2=O)cc1	.	.	.	-6.0	180	-14.0%	6.0	180	-3.4%
15	CC(C)(C)NC(=O)C(c1ccco1)N(C(=O)c1csnn1)c1ccccc1 (configuration not stated)	27.4	83.6	56.3	20.4	166	-21.7%	-20.4	166	2.4%
16	COc1ccc(Br)cc1C1NC(=O)c2c(sc3c2CCN(C)C3)N1 (configuration not stated)	-14.6	55.6	70.2	.	.	-34.4%	.	.	10.8%
17	COc1ccc(-c2nc(C#N)c(NCc3ccc(F)cc3)o2)cc1OC	16.2	74.9	58.7	-8.6	57	22.5%	8.6	57	13.9%
18	CCOC(=O)c1cccc(NC(=O)C2CCCN2S(=O)(=O)c2cccc3cccnc23)c1 (configuration not stated)	-12.6	67.7	80.3	-3.6	171	12.0%	3.6	171	3.0%
19	O=S(=O)(c1ccc(Cl)cc1)N1CCSC1c1ccco1 (configuration not stated)	4.8	92.7	87.9	1.9	127	54.9%	-1.9	127	-2.1%
20	COc1nc(N(C)S(=O)(=O)c2ccc(C)cc2)nc(C)c1Cl	17.2	92.8	75.6	.	.	1.1%	.	.	-1.3%
21	O=[N+]([O-])c1cc(C(F)(F)F)ccc1NCCNC(=S)Nc1ccc(Cl)cc1	.	.	.	-25.5	143	26.9%	.	.	3.8%
22	Cc1nn(-c2ccccc2)c(C)c1NS(=O)(=O)c1ccccc1	21.1	111.3	90.2	10.7	186	-34.6%	-10.7	186	-9.0%
23	COC(=O)c1c(NC(=O)C2CCC2)sc(C(=O)N(C)C)c1C	7.5	89.8	82.2	-11.8	112	-20.7%	11.8	112	3.6%
24	CCOc1ccc(C(=O)NC2CCN(S(=O)(=O)CC)CC2)cc1	-7.3	85.3	92.6	-2.9	173	2.5%	2.9	173	5.0%
25	CCOC(=O)CNC(=O)CNC(=O)c1ccc(OC)cc1	5.0	94.4	89.3	.	.	9.0%	.	.	-3.8%
26	CCOC(=O)Cn1ncc2c(=O)oc3ccccc3c21	4.9	102.3	97.3	-17.9	150	1.1%	17.9	150	-6.9%
27	CCOC(=O)N1CCN(C(=O)c2ccc3nc4ccc(Cl)cc4c(=O)n3c2)CC1	3.0	91.5	88.4	9.1	66	-28.5%	-9.1	66	-3.0%
28	CC(C)n1nnnc1SCC(=O)NCc1ccco1	-1.0	89.6	90.6	1.5	180	.	-1.5	180	.
29	c1ccc(-c2noc(-c3ccco3)n2)nc1	7.4	80.3	72.9	-16.3	127	18.1%	16.3	127	1.2%
30	CCc1ccc2[nH]c(=O)c(CN(CCN(CC)CC)C(=O)Nc3ccccc3OC)cc2c1	-14.0	61.3	75.3	-4.9	143	-62.1%	4.9	143	-1.2%
31	CC1Cc2ccccc2N1C(=O)C1CCCCN1S(=O)(=O)c1ccccc1 (configuration not stated)	-6.4	73.4	79.7	-1.2	177	-4.9%	1.2	177	-6.2%
32	Cc1cc(NS(=O)(=O)c2ccccc2)no1	-0.9	101.4	102.2	-6.5	61	2.9%	6.5	61	-0.7%
33	CCNc1nc(SC(C(C)=O)C(C)=O)nc(N(C)C)n1	-0.6	92.1	92.6	-11.5	124	5.8%	11.5	124	0.7%
34	C=C(Br)CN1CCN(CC(=C)Br)CC1	1.6	91.0	89.4	3.0	145	4.7%	-3.0	145	-2.9%
35	CCCCn1c(SCc2ccc(C(=O)OC)o2)nc2cc(S(N)(=O)=O)ccc21	-31.2	42.5	73.7	-0.2	182	-27.2%	0.2	182	-12.5%
36	Cc1nc2ccc(NC(=O)c3cccc(S(=O)(=O)N4CC(C)OC(C)C4)c3)cc2s1 (configuration not stated)	-21.9	41.6	63.5	0.5	163	-55.1%	-0.5	163	-94.5%
37	CCCc1nnc(NC(=O)CCC(=O)N2CCN(CCn3c(C)ccc3C)CC2)s1	.	.	.	-22.3	52	-78.9%	22.3	52	3.6%
38	COc1cccc(C(=O)NCCC2=CCCCC2)c1	2.1	95.0	92.9	2.5	182	8.1%	-2.5	182	-3.2%
39	COc1ccc(N2CCN(CCNC(=O)c3ccc(NC(=O)C4CCCO4)cc3)CC2)cc1 (configuration not stated)	-1.6	84.4	85.9	.	.	-19.8%	.	.	0.6%
40	O=C(O)c1cccc(Cn2c(Cl)c(/C=N/NC(=O)c3ccccc3Cl)sc2=O)c1	.	.	.	-2.6	120	-14.5%	2.6	120	-2.5%
41	CN(C)CCCOC(=O)C1c2ccccc2Oc2ccccc21	-1.8	94.6	96.4	-6.7	178	-22.0%	6.7	178	-1.5%
42	Cc1ccc(-c2noc(CN3CCCCC3)n2)cc1	19.4	102.1	82.8	1.5	149	-0.1%	-1.5	149	29.4%
43	COc1cc(C(=O)OCC(=O)N(C)C)cc(NC(=O)c2ccco2)c1OC	.	.	.	-0.6	121	-8.8%	0.6	121	1.1%
44	Cc1ccc(N2CCN(C(=O)c3ccccc3F)CC2)c(C)c1	.	.	.	6.5	61	-36.6%	-6.5	61	0.7%
45	CCOC(=O)Cc1csc(NC(=O)CC)n1	8.6	108.7	100.1	-5.3	124	-0.8%	5.2	124	5.5%

# Record cards, from the list above:
# C=C(Br)CN1CCN(CC(=C)Br)CC1 across the screens: MRP resist rev = 1.6; MRP resist rev cytotoxicity = 91.0; MRP resist rev with doxorubicin = 89.4; IL1B NFkB inh = 3.0; IL1B NFkB inh cell count 2 µM = 145; PLAP inhibition = 4.7%; IL1B NFkB pot = -3.0; IL1B NFkB pot cell count 2 µM = 145; Bcl-B displacement = -2.9%
# CCOC(=O)Cn1ncc2c(=O)oc3ccccc3c21 across the screens: MRP resist rev = 4.9; MRP resist rev cytotoxicity = 102.3; MRP resist rev with doxorubicin = 97.3; IL1B NFkB inh = -17.9; IL1B NFkB inh cell count 2 µM = 150; PLAP inhibition = 1.1%; IL1B NFkB pot = 17.9; IL1B NFkB pot cell count 2 µM = 150; Bcl-B displacement = -6.9%

# Returning to the listing, starting three compounds before the break.
no.	SMILES	MRP resist rev	MRP resist rev cytotoxicity	MRP resist rev with doxorubicin	IL1B NFkB inh	IL1B NFkB inh cell count 2 µM	PLAP inhibition	IL1B NFkB pot	IL1B NFkB pot cell count 2 µM	Bcl-B displacement
43	COc1cc(C(=O)OCC(=O)N(C)C)cc(NC(=O)c2ccco2)c1OC	.	.	.	-0.6	121	-8.8%	0.6	121	1.1%
44	Cc1ccc(N2CCN(C(=O)c3ccccc3F)CC2)c(C)c1	.	.	.	6.5	61	-36.6%	-6.5	61	0.7%
45	CCOC(=O)Cc1csc(NC(=O)CC)n1	8.6	108.7	100.1	-5.3	124	-0.8%	5.2	124	5.5%
46	COc1cc(C(c2sc3nc(C)nn3c2O)N2CCC3(CC2)OCCO3)cc(OC)c1OC (configuration not stated)	-2.2	83.6	85.9	7.1	186	-49.6%	-7.1	186	-4.4%
47	CCc1c(C(=O)NCc2ccc3c(c2)OCO3)[nH]c(C)c1C(C)=O	2.5	86.5	84.0	-31.0	133	20.0%	31.0	133	-8.2%
48	CCCCCCCCCc1nc(N)n[nH]1	.	.	.	2.2	181	-62.5%	-2.2	181	6.1%
49	CC1(C)Cc2c(sc3nc(-c4ccccc4Cl)n(N)c(=O)c23)CO1	-25.5	53.7	79.2	-14.6	187	-24.5%	14.6	187	1.3%
50	Cc1nn(C)c(C)c1S(=O)(=O)N1CCCC(C(=O)NC2CCCCC2)C1 (configuration not stated)	-6.0	99.8	105.8	-4.7	196	-7.5%	4.7	196	10.2%
51	CCC(C)(C(=O)NC1CCCCC1)N(C(=O)c1ccccn1)c1ccc(C)cc1 (configuration not stated)	20.5	105.9	85.5	-9.0	151	-32.8%	9.0	151	-0.8%
52	Cc1nc2nc(SCC(N)=O)[nH]c2cc1Br	-5.8	94.2	100.0	-13.3	183	-122.2%	13.3	183	-7.2%
53	Cc1ccc(SCC(=O)NCCCN2CCOCC2)cc1	7.2	88.9	81.7	1.9	88	5.9%	-1.9	88	0.7%
54	CCOc1nc2c(c(=O)n(C)c(=O)n2C)n1Cc1ccccc1Cl	29.0	52.0	23.0	-1.1	149	0.5%	1.1	149	-7.1%
55	O=C(NCc1ccc2c(c1)OCO2)C1CCC(CNS(=O)(=O)c2ccc(Cl)cc2)CC1 (configuration not stated)	5.3	102.5	97.1	-11.1	197	7.8%	11.1	197	11.0%
56	CCOc1ccc(NS(=O)(=O)c2ccc3c(c2)CCN3C(=O)C2CCC2)cc1	31.9	112.7	80.8	-18.9	172	-5.1%	18.9	172	1.9%
57	O=C(O)Cn1c(SCCOc2ccccc2F)nc2ccccc21	.	.	.	-4.7	137	-7.3%	4.7	137	-6.3%
58	CCOC(=O)CN1C(=O)C(=O)c2cc(C)ccc21	-32.4	20.2	52.6	2.4	179	-10.8%	-2.4	179	4.2%
59	CCn1c(SCC(=O)c2ccc(Br)cc2)nnc1C(C)NC(=O)Cc1ccc(OC)cc1 (configuration not stated)	12.4	100.1	87.7	2.3	77	12.0%	-2.4	77	4.5%
60	COc1ccc(OC)c(C2c3c(oc4ccccc4c3=O)C(=O)N2CCCN(C)C)c1 (configuration not stated)	6.4	88.1	81.6	-29.1	120	-51.4%	29.1	120	1.8%
61	Cc1ccc(-c2nc(CS(=O)(=O)CC(=O)N3CCc4ccccc4C3)c(C)o2)cc1	8.1	86.7	78.6	.	.	-7.0%	.	.	2.0%
62	CCOC(=O)c1cnc2ccccc2c1NCCO	9.5	89.4	79.9	.	.	12.9%	.	.	6.1%
63	COC(=O)CCC(=O)N1CCc2cc(S(=O)(=O)N3CCN(c4ccccc4Cl)CC3)ccc21	4.0	94.5	90.4	5.7	95	-8.8%	-5.7	95	-8.3%
64	Cc1ccc(NC(=O)CSc2nnc(-c3cnccn3)n2-c2ccccc2)cc1	.	.	.	11.1	174	0.5%	-11.1	174	-28.5%

# These rows are one share of the data (hit frequency here may not be typical).
